BRCA1 expr up = activators of BRCA1 expression. MCF7-BRCA1-FFLuc reporter, luminescence, 48 h; response scale: scaled: vehicle 0%, 10 µM genistein 100%. AID 624202. Potency, µM (top dose mostly 46.1 µM), for inactives: top-dose activation, usual class: activators. hit rate 1.1% among 380,000; also: potency is read from the fitted curve at half-maximal effect; nearly all actives have a fitted effect of over 80% in size; some results filed as inactive show a strong effect at the top dose
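Using MCF7 cells harboring a BRCA1 firefly luciferase reporter, plated 2 h before compound pinning, the screen measured luminescence after 48 h incubation. Responses were normalized to DMSO and 10 microM genistein, then fitted for concentration-effect.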
VP16 counter = Gal4-VP16 reporter inhibition counter-screen | Drosophila S2 Gal4-VP16 UAS-luciferase, luminescence, 20 h | hit rate 3.5% among 310,000 | AID 2546 | Potency, µM (series often up to 53.6 µM), inactives show top-dose activity, negative = inhibition, usual class: inhibitors;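 also: Gal4-VP16 expression switched on by copper sulfate through the metallothionein promoter; potency is read from the fitted curve at half-maximal effect; % is scaled to controls: 0 for no effect and ±100 for the full control effect; nearly all actives have a fitted effect of over 50% in size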
Rab9 promoter act = Rab9 promoter activation. Huh7 Rab9 promoter-luciferase reporter, luminescence, 24 h. Potency, µM (top dose mostly 9.22 µM), inactives show at the highest dose activation, negative = inhibition, hits mostly activators. hit rate 2.8% among 320,000. AID 485297; also: potency is read from the fitted curve at half-maximal effect; % of control where 0% means no effect; nearly all actives have a fitted effect of over 60% in size
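Huh7 cells stably carrying a Rab9 promoter-luciferase reporter, 1500 cells per well in OP-MEM I with 10% FBS, treated with compound 24 hours at 37C. Luciferase activity read by luminescence after 10 minutes with Amplite reagent.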
FLuc modulator = firefly luciferase modulation, counter-screen for miR-21 project; purified FLuc, Km substrates, luminescence inhibition; hit rate 6.9% among 360,000; Potency, µM (highest dose often 57.5 µM), inactives show top-dose activity change, negative = inhibition, most hits filed as inhibitors; P08659; AID 588342;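 also: potency is read from the fitted curve at half-maximal effect; plate controls were vehicle for no effect and reference inhibitor for full effect; nearly all actives have a fitted effect of over 55% in size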
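Biochemical qHTS of compounds, final roughly 60 µM downward over six points, against 10 nM purified firefly luciferase using Km concentrations of substrates (10 uM D-luciferin, 10 uM ATP) in Tris acetate pH 7.5 buffer; luminescence output.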
PKM2 activator = PKM2 (human) enzyme activation | P14618 | hit rate 0.34% among 260,000 | purified PKM2, Kinase-Glo ATP luminescence, activation; response scale: 0% is enzyme alone, no compound | AID 1631 | Potency, µM (highest dose often 57.5 µM), without a hit: top-dose activation, hits mostly activators; also: potency is read from the fitted curve at half-maximal effect; % is scaled to controls: 0 for no effect and ±100 for the full control effect; nearly all actives have a fitted effect of over 55% in size
Target sequence (P14618 whole entry, looked up): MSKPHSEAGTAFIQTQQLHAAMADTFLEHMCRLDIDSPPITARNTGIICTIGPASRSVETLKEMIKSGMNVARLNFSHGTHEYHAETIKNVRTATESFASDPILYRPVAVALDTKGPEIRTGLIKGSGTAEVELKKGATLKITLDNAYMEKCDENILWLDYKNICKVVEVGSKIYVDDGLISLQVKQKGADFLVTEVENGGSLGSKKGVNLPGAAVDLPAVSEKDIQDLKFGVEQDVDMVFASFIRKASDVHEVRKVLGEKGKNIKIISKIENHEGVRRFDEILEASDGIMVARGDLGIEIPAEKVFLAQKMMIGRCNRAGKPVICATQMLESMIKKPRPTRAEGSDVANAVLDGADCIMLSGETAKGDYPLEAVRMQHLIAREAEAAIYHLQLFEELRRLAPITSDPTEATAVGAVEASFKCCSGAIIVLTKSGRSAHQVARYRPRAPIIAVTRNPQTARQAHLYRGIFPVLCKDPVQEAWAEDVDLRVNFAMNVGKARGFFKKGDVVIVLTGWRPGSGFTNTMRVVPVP
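ATP formation by purified human PK-M2, quantified via coupled luciferase luminescence after 1 h at room temperature with 0.1 mM ADP and 0.5 mM PEP final.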
RORgamma inh = inhibitors of mouse ROR gamma transcriptional activity | Potency, µM (doses to about 53.6 µM), for inactives: top-dose activity change, negative = inhibition, usual class: inhibitors | P51450 | hit rate 5.4% among 310,000 | Drosophila S2 Gal4-RORgamma UAS-luciferase reporter, 20 h | AID 2551; also: potency is read from the fitted curve at half-maximal effect; % is scaled to controls: 0 for no effect and ±100 for the full control effect; nearly all actives have a fitted effect of over 60% in size
Target sequence (P51450 whole entry, looked up, the tested form may be a part): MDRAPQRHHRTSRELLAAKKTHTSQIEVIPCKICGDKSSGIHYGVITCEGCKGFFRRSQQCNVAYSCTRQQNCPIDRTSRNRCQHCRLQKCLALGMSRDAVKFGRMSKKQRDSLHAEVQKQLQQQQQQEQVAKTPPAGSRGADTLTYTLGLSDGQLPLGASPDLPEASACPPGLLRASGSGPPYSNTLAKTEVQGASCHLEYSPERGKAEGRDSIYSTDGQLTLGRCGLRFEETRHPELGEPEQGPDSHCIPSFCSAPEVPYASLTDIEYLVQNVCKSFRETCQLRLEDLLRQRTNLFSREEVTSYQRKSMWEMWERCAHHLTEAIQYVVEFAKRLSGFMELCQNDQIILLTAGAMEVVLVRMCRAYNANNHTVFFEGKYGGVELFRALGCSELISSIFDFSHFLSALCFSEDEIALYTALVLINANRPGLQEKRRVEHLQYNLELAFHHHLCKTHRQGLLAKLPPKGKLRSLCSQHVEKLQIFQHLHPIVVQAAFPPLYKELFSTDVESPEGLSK
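Using a luciferase readout, inhibitors were identified by reduced reporter activity in Drosophila cells coexpressing a copper-inducible Gal4–ROR gamma fusion and UAS-driven Photinus luciferase, incubated 20 hr after 700 uM copper sulfate.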
Giardia killer = Giardia lamblia killing. Giardia lamblia trophozoite viability. activity change, % at 7.66 µM, hits read low. AID 540267. hit rate 0.15% among 340,000; in the data active = activity change below about -80%; inconclusive = between about -30% and that limit;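 also: parasites exposed to compound for two days anaerobically before the ATP read; % is scaled to controls: 0 for no effect and ±100 for the full control effect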
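ATP-content bioluminescence gauges trophozoite survival. Cells (100/well) receive compound and incubate anaerobically for 48 hrs at 37 deg C; detection reagent follows for 15-30 min at room temperature.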
p53 reactivator = restores transcriptional activity of mutant p53; H1299 p53-A138V BP100-luciferase reporter, luminescence, 24 h; Potency, µM (highest dose often 92.2 µM), inactives show at the highest dose activity change, positive = activation, actives largely listed as activators; hit rate 0.063% among 320,000; also: potency is read from the fitted curve at half-maximal effect; % of control where 0% means no effect; nearly all actives have a fitted effect of over 45% in size
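H1299 (p53-null), stable ts p53-A138V + BP100-Luc; 1000 cells/well, Opti-MEM/10% FBS; cpd 4 pt, 1:5; 24 h, 37 deg C, 5% CO2; detection reagent 10 min RT; luminescence.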
Menin-MLL TR inh = displaces Texas Red mutant MLL peptide from human menin. Menin + Texas Red MLL mutant peptide, fluorescence polarization. AID 1768. O00255. Potency, µM (doses to about 61.6 µM), for the others: at the top dose FP activity change, negative = inhibition, most hits filed as inhibitors. hit rate 0.23% among 270,000; active = well fitted inhibition curve with a large enough effect in the polarisation, with a control signal flat, not every such curve was filed as active; inconclusive = small, poorly fitted or top-dose-only effect, or effect the other way, or a change in a side signal; inactive = no such curve, though single readings can be large or run the other way; the % refers to the polarisation; also: potency is read from the fitted curve at half-maximal effect; % of control where 0% means no effect; many of its hits are not listed in these tables
ELG1 genotox = genotoxicity induction in ELG1-luciferase HEK293T cells | HEK293T ELG1-luciferase reporter, luminescence, 16 h | Potency, µM (titrated, usually from 46 µM), for inactives: at the highest dose activity change, positive = activation, actives largely listed as activators | hit rate 1.3% among 330,000; also: potency is read from the fitted curve at half-maximal effect; % of control where 0% means no effect; nearly all actives have a fitted effect of over 60% in size
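Cells (2,000/well) expressing the ELG1-luciferase fusion are dosed by pin tool and kept 16 hr at 37 °C, 5% CO2. Signal comes from ONE-Glo luciferase reagent after 30 min at room temperature.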
NPC1 prom act = NPC1 promoter activation | Huh7 NPC1 promoter luciferase reporter, 24 h | Potency, µM (series often up to 9.22 µM), for the others: top-dose activation, hits mostly activators | hit rate 2.4% among 320,000;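 also: potency is read from the fitted curve at half-maximal effect; % of control where 0% means no effect; nearly all actives have a fitted effect of over 60% in size; reporter is driven by a mutant NPC1 promoter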
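Quantitative HTS used a cell-based reporter: Huh7 cells stably bearing the NPC1 promoter upstream of luciferase were treated with compounds for 24 h, and promoter activation was read as luminescence.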
An asterisk follows results filed as active; [ ] = another dose, or the depositor's remark. Unless noted, calls follow the shape of the dose curve; as a rule, active = well fitted curve in the direction sought with a large enough effect; inconclusive = small, poorly fitted or top-dose-only effect, or another doubt; inactive = no such curve, though single readings can be large; an effect the other way counts as inactive or inconclusive. This is a subset; count on the stated rates, not on these rows.

`CS(=O)(=O)N1CCN(c2ccccc2NC(=O)Nc2cccc(Cl)c2)CC1` gave BRCA1 expr up -16%, VP16 counter -9%, Rab9 promoter act 2%, FLuc modulator -16%, PKM2 activator 0%, RORgamma inh inconclusive, Giardia killer 23, p53 reactivator -5%, Menin-MLL TR inh inconclusive, ELG1 genotox 0% and NPC1 prom act -2%.
For COc1ccc(S(=O)(=O)Nc2cccc(NC(C)=O)c2)cc1 the results were BRCA1 expr up -37%, VP16 counter -2%, Rab9 promoter act -2%, FLuc modulator 0%[2.3 µM], PKM2 activator -3%, RORgamma inh -13%, Giardia killer -16, p53 reactivator -1%, Menin-MLL TR inh 0%, ELG1 genotox 2% and NPC1 prom act -1%.
Screening O=C(NC(Cc1ccccc1)C(=O)O)/C(=C/c1ccc(F)cc1)NC(=O)c1ccccc1 (centres undefined) returned BRCA1 expr up 2%, VP16 counter -4%, Rab9 promoter act -1%, FLuc modulator 1%, PKM2 activator -3%, RORgamma inh -3%, Giardia killer -10, p53 reactivator 4%, Menin-MLL TR inh -2%, ELG1 genotox -1% and NPC1 prom act -2%.
Screening COc1ccccc1CNC(=O)C(NS(=O)(=O)c1cccc2nsnc12)C(C)C (centres undefined) returned BRCA1 expr up -3%, VP16 counter -1%, Rab9 promoter act -1%, FLuc modulator 6%, PKM2 activator -2%, RORgamma inh -7%, Giardia killer -6, p53 reactivator -3%, ELG1 genotox -3% and NPC1 prom act -1%.
CN(C)/C=C1\Oc2ccc3ccccc3c2C1=O was read as BRCA1 expr up 7.1µM*, VP16 counter -7%, Rab9 promoter act inconclusive, FLuc modulator 17µM*, PKM2 activator -2%, RORgamma inh 20%, Giardia killer -19, p53 reactivator inconclusive, Menin-MLL TR inh 2%, ELG1 genotox 14% and NPC1 prom act 3.2µM*.
`O=C(c1cc(-c2ccccc2)nc2ccccc12)N1N=C(C(F)F)CC1(O)C(F)F` (centres undefined) gave BRCA1 expr up -1%, VP16 counter 5%, Rab9 promoter act -9%, FLuc modulator 0%, PKM2 activator 0%, RORgamma inh 14%, Giardia killer -3, p53 reactivator -3%, Menin-MLL TR inh inconclusive, ELG1 genotox 0% and NPC1 prom act 24%.
`CCN(c1ccccc1)S(=O)(=O)c1cc(NC(=O)CSc2n[nH]c(=O)[nH]c2=O)ccc1Cl` gave BRCA1 expr up 1%, VP16 counter 1%, Rab9 promoter act -4%, FLuc modulator -1%, PKM2 activator 0%, RORgamma inh 31%, Giardia killer 2, p53 reactivator 3%, ELG1 genotox -2% and NPC1 prom act 1%.
`Cc1ccc(CN2CCSc3sccc3C2=O)cc1` gave BRCA1 expr up 18%, VP16 counter -11%, Rab9 promoter act 9%, FLuc modulator 1%, PKM2 activator 4%, RORgamma inh 14%, Giardia killer -15, p53 reactivator -3%, Menin-MLL TR inh -13%, ELG1 genotox -1% and NPC1 prom act -7%.
Screening CC1=CC(C)(C)n2c(O)c(N=NC(N)=S)c3cccc1c32 returned BRCA1 expr up -1%, VP16 counter 2µM*, Rab9 promoter act -2%, FLuc modulator 1%, PKM2 activator -1%, RORgamma inh 1.1µM*, Giardia killer 7, p53 reactivator -3%, Menin-MLL TR inh inconclusive, ELG1 genotox -2% and NPC1 prom act -4%.
Screening COCCNc1oc(Cc2cccc3ccccc23)nc1C#N returned BRCA1 expr up -10%, VP16 counter -5%, Rab9 promoter act -10%, FLuc modulator 3%, PKM2 activator 1%, RORgamma inh 1%, Giardia killer -20, Menin-MLL TR inh -10%, ELG1 genotox -8% and NPC1 prom act -1%.
For O=C(Cn1c(=O)ccn(Cc2ccccc2)c1=O)Nc1cccc(S(=O)(=O)N2CCOCC2)c1 the results were BRCA1 expr up -2%, Rab9 promoter act -1%, FLuc modulator 2%, Giardia killer -8, p53 reactivator 1%, ELG1 genotox -2% and NPC1 prom act -1%.
CCOC(=O)C1CCN(S(=O)(=O)c2ccc(OCC)cc2)CC1 was read as BRCA1 expr up -15%, VP16 counter -8%, Rab9 promoter act -1%, FLuc modulator -1%, PKM2 activator inconclusive, RORgamma inh -1%, Giardia killer -6, p53 reactivator 2%, Menin-MLL TR inh -1%, ELG1 genotox -1% and NPC1 prom act -1%.
`Cc1ccc(NC(=O)c2sc(N)nc2-c2ccccc2)cc1C` gave BRCA1 expr up -16%, VP16 counter 2%, Rab9 promoter act -6%, FLuc modulator -15%, PKM2 activator inconclusive, RORgamma inh 6%, Giardia killer 0, p53 reactivator 1%, Menin-MLL TR inh 3%, ELG1 genotox -3% and NPC1 prom act -1%.
`Cc1ccc(Cl)cc1NC(=O)COC(=O)C1CC1` gave BRCA1 expr up -4%, VP16 counter -10%, Rab9 promoter act -5%, FLuc modulator 7%, PKM2 activator -1%, RORgamma inh 7%, Giardia killer 12, p53 reactivator 1%, Menin-MLL TR inh 4%, ELG1 genotox 0% and NPC1 prom act 0%.
Screening COc1ccc(C(=O)Nc2ccccc2C(=O)N2CCN(c3ccccc3)CC2)cc1 returned BRCA1 expr up -20%, VP16 counter -9%, Rab9 promoter act -1%, FLuc modulator inconclusive, RORgamma inh 13%, Giardia killer 1, p53 reactivator -4%, ELG1 genotox -2% and NPC1 prom act 2%.
`CN(C)Cc1c(C(=O)N/N=C/c2cccc3ccccc23)nnn1-c1nonc1N` gave BRCA1 expr up -1%, VP16 counter -4%, Rab9 promoter act 8%, FLuc modulator 0%, PKM2 activator 8%[0.46 µM], RORgamma inh 6%, Giardia killer -7, p53 reactivator 10%, Menin-MLL TR inh -5%, ELG1 genotox 8% and NPC1 prom act 1%.
Screening Cc1ccc(S(=O)(=O)N2CCN(C(=O)CN3C(=O)CNC3=O)CC2)cc1 returned BRCA1 expr up 4%, Rab9 promoter act -6%, FLuc modulator 1%, Giardia killer 16, p53 reactivator 5%, ELG1 genotox 1% and NPC1 prom act 0%.
Screening Cc1c(NS(=O)(=O)c2cc(C(=O)NCCN(C)C)ccc2Cl)c(=O)n(-c2ccccc2)n1C returned BRCA1 expr up 1%, VP16 counter -4%, Rab9 promoter act 0%, FLuc modulator 1%, RORgamma inh -16%, Giardia killer -15, p53 reactivator 0%, Menin-MLL TR inh inconclusive, ELG1 genotox 0% and NPC1 prom act -1%.
`CCCCCCc1cc2cc(C(=O)Nc3ccccc3OC)c(=O)oc2cc1O` gave BRCA1 expr up -6%, VP16 counter 2%, Rab9 promoter act -2%, FLuc modulator 2%, PKM2 activator 4%, RORgamma inh -8%[10 µM], Giardia killer 8, p53 reactivator 0%, Menin-MLL TR inh 11%, ELG1 genotox 0% and NPC1 prom act -2%.
CC1(C)CC(=O)C=C(c2cccc(O)c2)C1 was read as BRCA1 expr up 21%, Rab9 promoter act 1%, FLuc modulator -22%, Giardia killer -21, p53 reactivator 17%, ELG1 genotox -1% and NPC1 prom act 7%.
C/C(=N/NC(=O)c1ccco1)c1ccc(NC(=O)c2ccc(F)cc2)cc1 was read as BRCA1 expr up 7.1µM*, VP16 counter 4%, Rab9 promoter act inconclusive, FLuc modulator inconclusive, PKM2 activator -2%, RORgamma inh -37%, Giardia killer 0, p53 reactivator inconclusive, Menin-MLL TR inh -8%, ELG1 genotox 13% and NPC1 prom act 29%.
Screening CC1=NN(C(N)=S)C(=O)C1N=Nc1cccc(Cl)c1C (centres undefined) returned BRCA1 expr up 57%, VP16 counter 1µM*, Rab9 promoter act 3.5µM*, FLuc modulator 11µM*, PKM2 activator -4%, RORgamma inh 0.35µM*, Giardia killer inconclusive, p53 reactivator inconclusive, Menin-MLL TR inh inconclusive, ELG1 genotox 7% and NPC1 prom act inconclusive.
For Nc1c(-c2cccc(Cl)c2)cnn1-c1cccc([N+](=O)[O-])c1 the results were BRCA1 expr up 34%, VP16 counter inconclusive, Rab9 promoter act 11%, FLuc modulator inconclusive, PKM2 activator 0%, RORgamma inh 18%, Giardia killer -13, p53 reactivator 0%, ELG1 genotox 4% and NPC1 prom act 1%.
For CC(C)Cc1nnc(NC(=O)CCC(=O)N2CCCCC2)s1 the results were BRCA1 expr up 0%, VP16 counter -4%, Rab9 promoter act -5%, FLuc modulator 2%, PKM2 activator 2%, RORgamma inh -2%, Giardia killer -3, p53 reactivator 14%, Menin-MLL TR inh -7%, ELG1 genotox 1% and NPC1 prom act 0%.

From PubChem BioAssay
